From PubChem
GPR151 activ – activates the human receptor GPR151; Q8TDV0; PathHunter beta-arrestin GPR151 cells, luminescence; activation, % at 11.2 µM; hit rate 1% among 650,000; in the data active means activation above about 4.9%;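 further: 0% = median of compound wells and 100% = cells with positive control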
Target sequence (Q8TDV0 whole entry, looked up): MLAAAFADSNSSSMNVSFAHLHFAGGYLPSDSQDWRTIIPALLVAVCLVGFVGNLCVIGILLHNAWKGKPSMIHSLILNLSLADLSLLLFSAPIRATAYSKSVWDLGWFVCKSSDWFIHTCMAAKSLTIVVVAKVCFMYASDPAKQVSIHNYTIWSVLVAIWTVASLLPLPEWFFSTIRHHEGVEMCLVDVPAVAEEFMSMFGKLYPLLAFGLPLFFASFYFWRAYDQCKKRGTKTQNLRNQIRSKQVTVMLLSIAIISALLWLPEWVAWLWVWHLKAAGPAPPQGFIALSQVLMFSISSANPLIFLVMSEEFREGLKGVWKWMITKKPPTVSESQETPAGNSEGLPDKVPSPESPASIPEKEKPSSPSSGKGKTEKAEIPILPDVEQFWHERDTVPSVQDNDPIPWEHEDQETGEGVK
FBW7 activator – activators of human E3 ligase FBW7 | Q969H0 | AlphaScreen FBW7–phospho-cyclin E peptide binding, activator screen | normalized activity (activation), % at 26.1 µM | hit rate 0.13% among 650,000 | AID 1259310; in the data active means normalized activity above about 1.9%;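 further: purified mutant Fbw7 with reduced substrate affinity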
Target sequence (Q969H0 whole entry, looked up): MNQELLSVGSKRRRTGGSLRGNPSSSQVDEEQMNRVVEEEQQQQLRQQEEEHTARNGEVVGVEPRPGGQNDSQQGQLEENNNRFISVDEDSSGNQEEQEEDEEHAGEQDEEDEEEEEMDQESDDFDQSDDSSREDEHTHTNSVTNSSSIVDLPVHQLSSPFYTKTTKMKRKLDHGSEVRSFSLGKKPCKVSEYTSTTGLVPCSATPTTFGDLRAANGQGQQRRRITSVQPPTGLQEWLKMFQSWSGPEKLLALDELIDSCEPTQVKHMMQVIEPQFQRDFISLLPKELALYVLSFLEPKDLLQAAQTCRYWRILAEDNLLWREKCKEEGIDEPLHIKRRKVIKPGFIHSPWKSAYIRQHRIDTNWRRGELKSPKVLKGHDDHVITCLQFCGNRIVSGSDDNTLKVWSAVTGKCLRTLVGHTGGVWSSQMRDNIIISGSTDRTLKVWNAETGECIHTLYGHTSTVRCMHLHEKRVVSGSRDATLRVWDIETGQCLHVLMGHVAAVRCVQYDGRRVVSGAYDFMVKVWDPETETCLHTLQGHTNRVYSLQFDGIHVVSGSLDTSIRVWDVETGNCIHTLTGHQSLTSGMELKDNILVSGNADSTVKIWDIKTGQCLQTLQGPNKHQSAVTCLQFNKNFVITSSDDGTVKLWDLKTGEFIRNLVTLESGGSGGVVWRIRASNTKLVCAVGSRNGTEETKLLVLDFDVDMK
TEAD-YAP inh – TEAD-YAP interaction inhibition | HEK-TIYL cells, TEAD-Gal4/YAP UAS-luciferase luminescence | hit rate 1.4% among 640,000 | AID 1259422 | inhibition, % at 9.12 µM; in the data active means inhibition above about 32%;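 further: 0% = median of test compound wells and 100% = reference inhibitor wells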
MITF primary – human MITF inhibition, primary screen; AID 1259374; hit rate 0.91% among 650,000; inhibition, % at 2.6 µM; O75030; AlphaScreen MITF homodimerization, bead proximity signal; in the data active means inhibition above about 50%;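 further: 0% = vehicle wells with protein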
* hit, by the source's call.

structure	GPR151 activ	FBW7 activator	TEAD-YAP inh	MITF primary
NC(=O)CSc1oc(-c2ccccc2)nc1S(=O)(=O)c1ccc(Cl)cc1	-0.4	0.7	6	10
CCCn1nnc(NC(=O)c2ccc(C)cc2)n1	-0.7	0.1	-23	9
COc1cc(/C=C2/C(=O)NN(c3cccc(C)c3)C2=O)cc(Cl)c1O	-0.8	-0.2	1	3
O=C(N1CCc2nc(N3CCCC3)[nH]c(=O)c2C1)C1(c2ccccc2)CC1	-0.2	-0.1	-7	3
CCc1ccc(N(CC(=O)NC2CCCCC2)C(=O)CCC(=O)Nc2nccs2)cc1	-0.6	-0.2	3	26
O=C(Nc1ccc(O)cc1)c1ccc2c(c1)C(=O)N(Cc1ccco1)C2=O	-0.7	-0.2	-5	8
c1ccc(CCNc2nc3ccccc3c3nc(-c4ccncc4)nn23)cc1	-0.6	0.0	-3	1
COCCNCCCOc1ccc2ccccc2c1Br	1.9	-0.1	-7	5
COc1cc(OC)c(OC)cc1/C=C/C(=O)c1cc2ccccc2oc1=O	1.0	-0.1	5	11
Cc1ccc(N/C(=C\C(=O)c2ccc(C)cc2)C(=O)O)cc1	-0.3	0.3	-6	17

Compound profiles, from the list above. Screens in order: GPR151 activ | FBW7 activator | TEAD-YAP inh | MITF primary
COCCNCCCOc1ccc2ccccc2c1Br is entered as 1.9 | -0.1 | -7 | 5
COc1cc(/C=C2/C(=O)NN(c3cccc(C)c3)C2=O)cc(Cl)c1O is entered as -0.8 | -0.2 | 1 | 3
NC(=O)CSc1oc(-c2ccccc2)nc1S(=O)(=O)c1ccc(Cl)cc1 is entered as -0.4 | 0.7 | 6 | 10
CCc1ccc(N(CC(=O)NC2CCCCC2)C(=O)CCC(=O)Nc2nccs2)cc1 is entered as -0.6 | -0.2 | 3 | 26
O=C(Nc1ccc(O)cc1)c1ccc2c(c1)C(=O)N(Cc1ccco1)C2=O is entered as -0.7 | -0.2 | -5 | 8

New compounds follow:
structure	GPR151 activ	FBW7 activator	TEAD-YAP inh	MITF primary
FC(F)(F)c1ccc(Cn2cnc3c(NC4CC4)nc(N4CCOCC4)nc32)cc1	2.3	0.2	-13	0
O=C(COc1ccc(/C=C2/NC(=O)N(c3ccccc3)C2=O)cc1)Nc1ccccc1	-1.2	0.1	16	1
CCOc1ccc(S(=O)(=O)N/N=C/c2cc(OC)c(O)c(OC)c2)cc1	-0.1	0.0	-5	-1
CCOC(=O)c1ccc(NC(=O)CN(c2ccc3c(c2)OCO3)S(C)(=O)=O)cc1	1.2	-0.1	-21	3
O=C(Cn1cc(NC(=O)c2ccco2)cn1)NC1CCc2ccccc21 (stereo not given)	1.4	-0.1	-1	-3
CCC1CCCCN1C(=O)C(=O)c1c(C)n(C)c2ccccc12 (stereo not given)	1.2	0.1	1	4
CCOC(=O)CN1C(=O)SC(C2SC(=O)N(CC(=O)OCC)C2=O)C1=O (stereo not given)	2.3	0.0	0	2
N#Cc1ccccc1N=C1N=C(N)c2ccccc21	-0.6	0.3	2	-22
Cc1ccc(CNCc2ccc(C(=O)O)s2)cc1	0.1	-0.1	1	-1
CC(C)Oc1ccc(C(=O)Oc2coc(CSc3nccn3C)cc2=O)cc1	2.3	-0.1	12	-4

(more compounds)
structure	GPR151 activ	FBW7 activator	TEAD-YAP inh	MITF primary
CCOC(=O)CC1C(=O)NCCN1Cc1cccc(OC)c1 (stereo not given)	0.8	0.3	3	-11
Cc1ccccc1CN1CCN(C(=O)C(c2ccccc2)c2ccccc2)CC1	-0.6	0.0	2	38
CCOC(=O)C1=C(CSc2nc(C)c(C)c(C)c2C#N)OC(N)=C(C#N)C1c1ccc(Cl)cc1 (stereo not given)	-0.2	0.1	-1	11
COc1ccc(S(=O)(=O)N2CCc3ccccc32)cc1C(=O)OCC(N)=O	-1.2	-0.2	-3	-11
Cc1nc2c3ccccc3n3c(CCCC(=O)NCc4ccccc4Cl)nnc3n2n1	2.1	-0.1	6	6
COc1ccccc1NC(=O)C1=C(C)Nc2nc(CCCO)nn2C1c1ccccc1 (stereo not given)	0.3	0.2	3	4
C=C(C)Cn1c(N2CCN(c3ccccc3Cl)CC2)nc2c1c(=O)[nH]c(=O)n2C	1.9	0.5	-9	2
Cc1cc(N2CC(C)OC(C)C2)n2c(nc3ccccc32)c1C#N (stereo not given)	0.0	0.4	-3	-14
O=C1CCCN1CCn1cnc2c(Nc3ccc4c(c3)OCO4)nc(Nc3ccccc3)nc21	-0.1	-0.3	1	-10
CCc1cccc(S(=O)(=O)Nc2ccc([N+](=O)[O-])cc2C)c1	1.2	0.1	16	7

Two compounds picked at random from the list so far, as already listed:
structure	GPR151 activ	FBW7 activator	TEAD-YAP inh	MITF primary
CCOC(=O)CC1C(=O)NCCN1Cc1cccc(OC)c1 (stereo not given)	0.8	0.3	3	-11
Cc1ccccc1CN1CCN(C(=O)C(c2ccccc2)c2ccccc2)CC1	-0.6	0.0	2	38

(listing goes on)
structure	GPR151 activ	FBW7 activator	TEAD-YAP inh	MITF primary
Cc1cc([N+](=O)[O-])ccc1NC(=O)CSc1nnc(COc2ccccc2Cl)n1C	-0.2	0.0	10	7
CC(C)Nc1nc(NC(C)C)nc(Oc2ccc(C=O)cc2)n1	-0.1	0.0	-5	-5
CC(c1ccccc1)n1cc(C(=O)NCCCN2CCCC2=O)nn1 (stereo not given)	1.5	-0.1	-9	-7
COc1cccc(NC(=O)CSc2nc3n[nH]c(C)c3c(=N)n2-c2ccccc2C)c1	-1.0	0.1	-6	-2
Cc1ccc(NC(=O)c2c(-c3ccccc3Cl)noc2C)c([N+](=O)[O-])c1	0.6	-0.7	13	8
COC(=O)c1c(NC(=O)c2cc(-c3ccc(C(C)(C)C)cc3)nc3ccccc23)sc(C)c1C	0.1	0.4	2	20
CN(C)c1ccc(/C=C(/NC(=O)c2ccccc2)C(N)=O)cc1	-0.1	0.0	-13	6
Cc1nc([N+](=O)[O-])c(C(=O)OCc2ccc(Cl)cc2Cl)n1C	-0.4	0.0	0	-4
COc1ccc(/C=C/C(=O)Nc2ccccc2Cl)cc1	-8.2	0.0	-28	5
COc1ccc(NC(=O)c2ccc(OC(C)C)c(OC)c2)cc1	0.0	0.2	-23	10

The listing continues.
structure	GPR151 activ	FBW7 activator	TEAD-YAP inh	MITF primary
CC(C)NC(=S)N/N=C/c1ccc(N2CCOCC2)cc1	-0.3	-0.1	1	-2
O=C(NCCCN1CCCCCC1)c1ccc2nc(N3CCCCC3)sc2c1	-0.6	0.3	-72	-116
COc1ccc(C=O)cc1CN1CCCCCC1	-0.6	0.1	5	-12
Cc1ccccc1C1(CC(=O)N2CCN(C(C)C)CC2)CC(=O)N(Cc2cccnc2)C1=O (stereo not given)	-1.2	0.2	-8	0
CN(/N=C/c1ccncc1)C1=NCCN1	4.2	0.0	2	-11
N#Cc1ccc(CSc2nnc(NC(=O)CN3C(=O)C4CC=CCC4C3=O)s2)cc1 (stereo not given)	-0.2	0.1	7	9
CCOC(=O)c1c(-c2ccc(C)cc2)csc1NC(=O)/C=C/c1ccccc1	0.1	0.1	17	16
O=C(CSc1n[nH]c(-c2cccnc2)n1)Nc1ccccc1C(F)(F)F	-1.3	0.8	10	15
COc1ccc(-c2nc(Nc3cc(OC)c(OC)c(OC)c3)c3ncn(C(C)C)c3n2)cn1	2.3	-0.1	20	2
CCC(C(=O)Nc1ccc(Cl)cc1C(=O)O)c1ccccc1 (stereo not given)	-0.3	0.0	-2	3

(list continues)
structure	GPR151 activ	FBW7 activator	TEAD-YAP inh	MITF primary
O=S(=O)(NCc1ccccn1)c1cc(Br)c(Br)s1	-0.3	0.0	-4	3
N#Cc1c(NC(=O)COC(=O)c2ccco2)sc2c1CCCC2	2.3	0.2	2	8
Cc1nc(Nc2ccc(F)cc2Cl)c2cc(C)sc2n1	-0.7	-0.1	-21	4
CCCCOC(=O)C1=C(C)NC2=C(C(=O)CC(C)(C)C2)C1c1ccc(Cl)c(Cl)c1 (stereo not given)	-0.3	0.0	6	7
COC(=O)c1nnn(CC(=O)NC(=O)Nc2c(C)cccc2C)c1C(=O)OC	0.1	0.3	-6	10
O=C(c1ccc2c(c1)OCO2)N(CC1CC1)C1CCN(CCc2cccs2)CC1	2.4	-0.1	1	7
COc1ccccc1CC(=O)Nc1ccc2nc(N3CCCCC3)cc(C)c2c1	1.3	0.1	-6	4
CCCOc1ccc(-c2nn(-c3ccccc3)cc2/C=c2\sc3nc(-c4ccc(Cl)cc4)nn3c2=O)cc1	-0.1	0.0	12	10
CC1CCCC(C)N1C(=O)COC(=O)c1cccc(S(=O)(=O)N(C)c2ccccc2)c1 (stereo not given)	-0.5	0.0	-8	1
O=C1CN(c2ccccc2Cl)C(=O)CN1c1ccccc1Cl	-2.3	0.3	0	16

(listing goes on)
structure	GPR151 activ	FBW7 activator	TEAD-YAP inh	MITF primary
CC(C)[C@H](NC(=O)c1ccc(Cl)cc1Cl)C(=O)NNc1cccc(C(=O)O)c1	1.4	0.0	2	0
COC(=O)COc1c(Cl)cc(/C=C(/C#N)C(=O)Nc2ccc(OC)cc2)cc1OC	-0.4	0.0	6	-9
COC(=O)c1cc(C(=O)N2CCCCCC2)cc([N+](=O)[O-])c1	-1.9	0.0	2	-19
Cc1cc(C)cc(NC(=O)CSc2nnc(NC(=O)c3ccco3)s2)c1	1.2	0.0	7	2
CCOc1cc(/C=C2/C(=O)NN(c3cccc(C)c3)C2=O)ccc1O	3.0	-0.1	21	7
COc1ccc(C2CC(C(F)(F)F)n3nc(C(=O)Nc4sc5c(c4C#N)CCC(C)C5)c(Br)c3N2)cc1 (stereo not given)	-0.6	0.0	-4	0
Cc1cc(C)nc(N2NC(C(=O)O)C=CC2=O)n1 (stereo not given)	-0.9	-0.2	1	0
COc1cc(CNc2nccn3c(-c4cncnc4)cnc23)cc(OC)c1OC	-1.4	0.0	-2	5
N=c1ncn(Cc2ccccc2)c2nc(SCc3ccccc3)[nH]c12	-1.0	-0.1	-8	12
CCc1ccc(N=CC2=C(O)CC(c3ccco3)CC2=O)cc1 (stereo not given)	0.7	0.9	0	18

Carrying on.
structure	GPR151 activ	FBW7 activator	TEAD-YAP inh	MITF primary
COC(=O)C1(NC(=O)c2c(F)cccc2Oc2nc(OC)cc(OC)n2)CCCC1	-1.3	0.0	-4	0
COc1ccc(C2Nc3ccccc3S(=O)(=O)N2Cc2ccccc2)cc1[N+](=O)[O-] (stereo not given)	0.4	-0.1	-3	-7
O=C(Nc1cccc(C(F)(F)F)c1)c1nn2c(C(F)(F)F)cc(-c3cccs3)nc2c1Br	-0.1	0.0	-5	-5
CCC(C)(C)NC(=O)CN(C(=O)CCC(=O)Nc1ccccn1)c1ccc(C)cc1	1.7	0.3	8	12
COc1ccc(OC)c(C(C)NC(=O)C2CCCN(c3nc4ccccc4n3C)C2)c1 (stereo not given)	-0.6	0.1	3	11
Oc1ccc(-c2cnc(-c3ccc(O)cc3)nc2)cc1	-1.6	0.0	95*	4
O=C(NCc1nnc2n1CCN(Cc1c(F)cccc1F)CC2)c1ccccn1	-0.6	-0.1	3	-3
O=C(c1cccc(F)c1)N1CCN(c2cc(N3CCCC3)c(F)cc2[N+](=O)[O-])CC1	-0.5	0.1	11	6
CCSCCOC(=O)C1=C(C)NC(=O)CC1c1c(F)cccc1Cl (stereo not given)	0.6	0.7	-12	15
O=C(Cc1cn(-c2ccc(N3CCc4ccccc4C3)nn2)c2ccccc12)NCCN1CCOCC1	1.8	-0.2	-16	-5

(listing goes on)
structure	GPR151 activ	FBW7 activator	TEAD-YAP inh	MITF primary
O=C1/C(=C/c2ccccc2F)Oc2c1ccc(O)c2CN1CCOCC1	2.4	0.1	15	-2
CCN(CC)c1ccc(C2C(C#N)=C(N)N(c3ccc(Cl)cc3)C3=C2C(=O)CC(C)(C)C3)cc1 (stereo not given)	-0.9	0.4	-3	8
COc1cc(NC(=O)c2csc(-c3ccc(C(=O)NC4CC4)cc3)n2)cc(OC)c1OC	1.4	0.0	30	17
Cc1ccc(C)c2[nH]c(=O)c(CN(CCO)C(=O)c3ccccc3F)cc12	1.0	-0.2	-7	6
O=C(O)CCCC(=O)Nc1cccc(C(F)(F)F)c1	-1.4	0.1	-5	-10
COc1ccc(O)c(CN2CCc3nnc(CCNC(=O)C(C)C)n3CC2)c1	0.3	0.0	-1	1
COc1ccc(CCNC(=O)c2ccc3nc(Nc4ccc5ncccc5c4)sc3c2)cc1	0.4	-0.1	32*	2
Cc1noc(C)c1C(=O)N1CCC2(CC1)NC(=O)c1ccccc1N2	-0.1	0.2	5	6
O=C(c1nc2sccn2c1CNCc1cc(-c2ccccc2)n[nH]1)N1CCCC1	0.2	0.0	-2	5
COc1ccc(CCNc2cc(C)nc(-c3ccc(C(N)=O)cc3)n2)cc1	4.4	-0.1	6	2

More records:
structure	GPR151 activ	FBW7 activator	TEAD-YAP inh	MITF primary
COC(=O)CNC(=O)C(Cc1ccc(OCc2ccccc2)cc1)NC(=O)OC(C)(C)C (stereo not given)	-2.0	-0.2	-5	0
COc1ccc(-c2nc(SC)c3c(=O)n(C)c(=O)n(C)c3n2)cc1OC	-0.5	0.2	-8	5
Cc1ncc(CN2CCC(n3nccc3NC(=O)CCc3ccccc3)CC2)s1	0.9	-0.1	-6	-4
COc1ccc(CNC(=O)CSc2nnc(NC(=O)C3CCC3)s2)cc1	1.0	0.1	-3	-2
CN1CCN(c2ccnc(SCC(=O)c3ccc4c(c3)OCO4)n2)CC1	1.4	-0.1	23	0
CCOC(=O)CSc1nc2ccccc2n1C(=O)OCC	-0.5	0.8	-22	9
Cc1cc(NC(=O)CSc2ncnc3scc(-c4ccccc4)c23)no1	-0.9	0.4	-16	10
CCC(=O)NNC(=O)c1ccc(OC)c(OC)c1	1.4	-0.1	3	10
O=C(O)c1nc(N=Nc2ccc(Br)cc2)[nH]c1C(=O)O	-0.1	-1.0	-4	22
CNC(=O)CN(Cc1ccccc1C)S(=O)(=O)c1ccc(Cl)cc1	2.6	0.0	4	7
